# VP16 counter: inhibits Gal4-VP16 luciferase reporter, ROR gamma counter-screen | Drosophila S2 Gal4-VP16 UAS-luciferase, luminescence, 20 h | Potency, µM (series often up to 53.6 µM), for inactives: at the top dose activity, negative = inhibition, actives largely listed as inhibitors | AID 2546 | actives 3.5% (n = 310,000);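 note: Gal4-VP16 expression switched on by copper sulfate through the metallothionein promoter; potency is the fitted concentration of half-maximal effect; % is set by controls: 0 for no effect and ±100 for the full control effect; nearly all actives have a fitted effect of over 50% in size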
# uPA generation: inhibitors of cell surface uPA generation. actives 0.31% (n = 330,000). cell surface uPA generation assay, qHTS. AID 540303. Potency, µM (titrated, usually from 38.3 µM), for inactives: top-dose activity change, negative = inhibition, hits mostly inhibitors; active = well fitted inhibition curve with a large enough effect; inconclusive = small, poorly fitted or top-dose-only effect; inactive = no such curve, though single readings can be large or run the other way; tested in mouse RAW 264.7 cells; note: potency is the fitted concentration of half-maximal effect; % is set by controls: 0 for no effect and ±100 for the full control effect; nearly all actives have a fitted effect of over 55% in size
# ELG1 genotox: genotoxicity induction in ELG1-luciferase HEK293T cells; HEK293T ELG1-luciferase reporter, luminescence, 16 h; AID 504466; actives 1.3% (n = 330,000); Potency, µM (titrated, usually from 46 µM), without a hit: top-dose activity change, positive = activation, most hits filed as activators; note: potency is the fitted concentration of half-maximal effect; % of control where 0% means no effect; nearly all actives have a fitted effect of over 60% in size
#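 16 hr compound incubation (37 °C, 5% CO2) of HEK293T cells carrying luciferase-tagged ELG1; luciferase then measured by ONE-Glo luminescence after 30 min at RT.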
# FBPA coupling cs: counter-screen for Giardia aldolase inhibitors: coupling enzyme system; coupling enzyme system counterscreen, AmpLite Red fluorescence; activity change, negative = inhibition, % at 58.2 µM, hits read low; actives 0.67% (n = 290,000); AID 2472; in the data active = activity change below about -30%; note: % is set by controls: 0 for no effect and ±100 for the full control effect
#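 Counterscreen of the coupled detection system alone, without aldolase: glyceraldehyde-3-phosphate coupling enzymes plus AmpLite Red readout. Compounds at 57.5 uM final, 10 min RT preincubation, 20 min RT reaction, fluorescence 525/598 nm.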
# NPC1 promoter act: activators of NPC1 promoter; actives 2.4% (n = 320,000); AID 485313; Potency, µM (series often up to 9.22 µM), for inactives: at the highest dose activation, most hits filed as activators; Huh7 NPC1 promoter luciferase reporter, 24 h;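 note: potency is the fitted concentration of half-maximal effect; % of control where 0% means no effect; nearly all actives have a fitted effect of over 60% in size; reporter is driven by a mutant NPC1 promoter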
#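 Stable NPC1-promoter luciferase Huh7 line; cpd (DMSO) 24 h, 37 °C, 5% CO2; Amplite luciferase reagent 10 min RT; luminescence readout. qHTS format.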
# Giardia killer: kills Giardia lamblia | AID 540267 | actives 0.15% (n = 340,000) | activity change, % at 7.66 µM, hits read low | Giardia lamblia trophozoite viability; in the data active = activity change below about -80%; inconclusive = between about -30% and that limit;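 note: parasites exposed to compound for two days anaerobically before the ATP read; % is set by controls: 0 for no effect and ±100 for the full control effect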
#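 Giardia trophozoites, 100 cells per well, were exposed to compounds for 48 hrs at 37 deg C under anaerobic conditions; viability was then read as ATP content by bioluminescence after 15-30 min at room temperature.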
# KCNH2 3.1 block: blocks the human KCNH2 3.1 channel isoform | U2OS KCNH2 3.1, thallium flux FluxOr; active compounds read low | activity change, % (tested at about 1.8 µM) | actives 0.95% (n = 340,000);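 active = maximum activity change below -70%; inconclusive = maximum activity change from -70% to -50%; inactive = maximum activity change above -50%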;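 note: thallium influx rate constant from kinetic fluorescence after stimulation buffer; % is set by controls: 0 for no effect and ±100 for the full control effect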
#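 Normalized rate constant (relative to positive and negative DMSO controls) derived from a 2 min kinetic fluorescence read after stimulation; U2OS cells expressing the 3.1 isoform via virus at 1.77 x 10^8 /mL.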
# RORgamma inh: blocks mouse ROR gamma transcriptional activity; Potency, µM (top dose mostly 53.6 µM), for inactives: at the top dose activity change, negative = inhibition, most hits filed as inhibitors; P51450; actives 5.4% (n = 310,000); Drosophila S2 Gal4-RORgamma UAS-luciferase reporter, 20 h; note: potency is the fitted concentration of half-maximal effect; % is set by controls: 0 for no effect and ±100 for the full control effect; nearly all actives have a fitted effect of over 60% in size
# Target sequence (P51450 whole entry, looked up, the tested form may be a part): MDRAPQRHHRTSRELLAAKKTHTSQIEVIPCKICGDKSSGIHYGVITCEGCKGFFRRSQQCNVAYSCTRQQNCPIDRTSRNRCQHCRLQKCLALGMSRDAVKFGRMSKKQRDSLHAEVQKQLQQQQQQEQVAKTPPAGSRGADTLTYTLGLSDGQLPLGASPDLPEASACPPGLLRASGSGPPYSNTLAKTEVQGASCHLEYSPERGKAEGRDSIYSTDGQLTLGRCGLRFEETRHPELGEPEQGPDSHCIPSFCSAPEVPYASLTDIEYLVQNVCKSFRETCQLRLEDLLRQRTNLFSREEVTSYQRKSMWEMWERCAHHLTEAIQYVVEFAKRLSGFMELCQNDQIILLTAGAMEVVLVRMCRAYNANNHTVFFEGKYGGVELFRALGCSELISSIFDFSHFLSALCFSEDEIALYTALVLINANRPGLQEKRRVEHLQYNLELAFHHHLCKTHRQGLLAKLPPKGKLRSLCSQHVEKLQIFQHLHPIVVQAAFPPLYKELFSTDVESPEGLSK
#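 Drosophila Schneider cells stably carrying a metallothionein-driven Gal4 DBD–ROR gamma fusion and a UAS-Photinus luciferase reporter were exposed to compound for 1 hr, then induced with copper sulfate (700 uM final) for 20 hr at ambient temperature before luminescence reading.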
# Rab9 prom act: activates the Rab9 promoter; Huh7 Rab9 promoter-luciferase reporter, luminescence, 24 h; Potency, µM (titrated, usually from 9.22 µM), for inactives: at the top dose activation, negative = inhibition, most hits filed as activators; actives 2.8% (n = 320,000); note: potency is the fitted concentration of half-maximal effect; % of control where 0% means no effect; nearly all actives have a fitted effect of over 60% in size
#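 Luminescence from Amplite-detected luciferase (10 minutes, ambient) reports Rab9 promoter activation. Before that, stable Rab9-luciferase Huh7 cells (1500/well, reduced-serum OP-MEM I plus 10% FBS) were exposed to compound for 24 hours at 37C.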
# FLuc modulator: counter-screen for miR-21 project: firefly luciferase inhibitors or activators. AID 588342. purified FLuc, Km substrates, luminescence inhibition. actives 6.9% (n = 360,000). Potency, µM (highest dose often 57.5 µM), for the others: top-dose activity change, negative = inhibition, hits mostly inhibitors;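 note: potency is the fitted concentration of half-maximal effect; plate controls were vehicle for no effect and reference inhibitor for full effect; nearly all actives have a fitted effect of over 55% in size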
#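 Biochemical qHTS of compounds, final roughly 60 µM downward over six points, against 10 nM purified firefly luciferase using Km concentrations of substrates (10 uM D-luciferin, 10 uM ATP) in Tris acetate pH 7.5 buffer; luminescence output.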
# Tb PFK inh: blocks T. brucei phosphofructokinase | Potency, µM (series often up to 57.5 µM), without a hit: at the highest dose activity, negative = inhibition, hits mostly inhibitors | T. brucei PFK, ADP-Glo luminescence | O15648 | actives 0.17% (n = 330,000) | AID 485367;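 note: potency is the fitted concentration of half-maximal effect; 0% = uninhibited 1x PFK enzyme wells and -100% = no-enzyme wells; nearly all actives have a fitted effect of over 60% in size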
# Target sequence (O15648 whole entry, looked up): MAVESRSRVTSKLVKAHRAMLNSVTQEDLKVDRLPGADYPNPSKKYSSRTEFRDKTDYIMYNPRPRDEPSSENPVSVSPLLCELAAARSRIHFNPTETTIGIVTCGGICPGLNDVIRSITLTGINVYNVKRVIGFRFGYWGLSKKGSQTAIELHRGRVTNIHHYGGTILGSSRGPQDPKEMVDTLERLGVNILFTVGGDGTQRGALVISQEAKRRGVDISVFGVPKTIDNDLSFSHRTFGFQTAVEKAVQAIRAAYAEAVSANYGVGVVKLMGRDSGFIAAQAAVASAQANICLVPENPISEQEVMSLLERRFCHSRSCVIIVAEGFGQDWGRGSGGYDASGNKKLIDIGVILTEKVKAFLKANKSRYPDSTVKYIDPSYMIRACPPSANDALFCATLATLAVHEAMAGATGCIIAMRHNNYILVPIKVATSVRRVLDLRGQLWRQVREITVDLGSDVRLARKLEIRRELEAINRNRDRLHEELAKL
#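 PFK 1.25 nM, F6P 0.5 mM, ATP 0.1 mM, 0.1 M TEA pH 8.0, 5 mM MgCl2, 0.01% Tween20, 0.1% BSA; 45 min RT. ADP-Glo readout. qHTS titration up to 57 uM; curves fitted, compounds curve-classed.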
# * marks the source's active call; other numbers are inactive results; ? = inconclusive; · = no result given; [ ] = dose if it differs, or a comment. Unless noted, calls come from the whole dose curve; as a rule, active = well fitted curve in the direction sought with a large enough effect; inconclusive = small, poorly fitted or top-dose-only effect, or another doubt; inactive = no such curve, though single readings can be large; an effect the other way counts as inactive or inconclusive.
SMILES,VP16 counter,uPA generation,ELG1 genotox,FBPA coupling cs,NPC1 promoter act,Giardia killer,KCNH2 3.1 block,RORgamma inh,Rab9 prom act,FLuc modulator,Tb PFK inh
CCNC(=O)NC(=O)C(C)OC(=O)c1c(C)nn(Cc2ccccc2Cl)c1Cl (configuration not stated),-1%,-3%,0%,0,0%,-13,-6,41%,-2%,-6%,0%
Cc1ccc(-n2c(O)c(C=Nc3ccc(Br)cn3)c(=O)[nH]c2=O)cc1,-9%,2%,0%,3,-4%,-9,6,13%,1%,1%,-1%
NP(=O)(Oc1ccc(Cl)cc1)Oc1ccc(Cl)cc1,4%,6%,2%,-1,2%,3,14,2%,3%,-5%,-9%
Cc1ccc(Nc2nc(N)nc(CCl)n2)c(C)c1,?,4µM*,-17%,1,-37%[inhibitor],-17,1,-42%,-49%[inhibitor],11µM*,0%
Cc1ccc2c(c1)C1CN(C)CCC1N2C(=O)c1cccs1 (configuration not stated),0%,-2%,0%,2,2%,23,15,21%,-2%,0%,18%
CCN(CC)CCN=C(C)c1c(O)n(-c2ccccc2OC)c(=O)[nH]c1=O,0%,7%,2%,2,0%,12,0,6%,-4%,10%,3%
O=c1[nH]c(=S)n(-c2cccc(Cl)c2)c(O)c1C=NCCN1CCNCC1,3%,6%,0%,-1,-3%,20,20,-28%,4%,0%,3%
O=[N+]([O-])c1ccc(N2CCCCCC2)c2ncccc12,-9%,-4%,-1%,-10,0%,0,18,-11%,-3%,?,2%
Cc1nn(Cc2ccccc2)c(C)c1C=C1C(=O)NC(=O)NC1=O,-11%,-1%,12%,0,0%,41[activator],-1,-15%,-6%,-10%,9%
O=C(COc1ccc2ccc(=O)oc2c1)N1CCC(C(=O)O)(c2ccccc2)CC1,-4%,4%,-3%,3,-1%,6,1,4%,-2%,0%,0%
CSc1ccc(C(=O)C2CCCN(Cc3cccnc3)C2)cc1 (configuration not stated),-11%,-3%,-8%,2,-7%,31[activator],0,?,-3%,0%,-3%
S=P(Nn1cnnc1)(c1ccc(Br)cc1)c1ccc(Br)cc1,?,0%,1%,1,-7%,0,-2,?,2%,-11%,-2%
CC1(C)CC(=O)C(C=NCCN2CCN(C(=O)Cc3ccccc3)CC2)=C(O)C1,1%,·,7%,2,-4%,4,1,14%,0%,2%,4%
CC(C)NC(C)Cc1ccc(I)cc1 (configuration not stated),-2%,-1%,-5%,·,4%[46.1 µM],13,-10,0%[10 µM],-5%[46.1 µM],3%,-7%
C/C(=N\NC(=O)c1ccccc1)c1c(O)n(C2CCCCC2)c(=O)[nH]c1=O,20µM*,2%,-1%,·,0%,-10,0,10µM*,-3%,?,0%
CCOC(=O)N1CCN(C(=O)c2ccc3c(=O)n(CCC4=CCCCC4)c(=S)[nH]c3c2)CC1,14µM*,0%,-7%,4,-3%,9,-13,-26%,-9%,-2%,1%
CC(C)NC(=O)c1ccc(N2CC3CC(C2)c2cccc(=O)n2C3)c([N+](=O)[O-])c1 (configuration not stated),21%,-5%,8%,0,-1%,3,7,14%,-2%,4%,3%
CN(C)/C=C(\C=[N+](C)C)c1[nH]ncc1[N+](=O)[O-],7%,3%,0%,2,-4%,-15,-6,7%,1%,0%,4%
O=c1[nH]c(=S)n(C2CC2)c(O)c1/C=N/N1CCOCC1,2%,-2%,0%,-2,-7%,5,-4,-7%,-3%,4%,3%
CN1CCN(c2ccc(NC(=O)C(C)(C)C)cc2)CC1,0%,4%,11%,-7,5%,-25,5,12%,7%,-13%,-3%
CNCC(C)c1ccccc1 (configuration not stated),2%,-1%,-1%,1,-5%,-15,4,-14%,-11%,7%,-1%
COc1ccc(C(CC(=O)Nc2ccccn2)N2Cc3ccccc3C2=O)cc1 (configuration not stated),30%,5%,3%,2,-1%,-12,8,31%,23%,?,3%
CC/C(=N\NC(N)=O)c1c(O)[nH]c(=O)[nH]c1=O,3%,21%,-3%,1,-3%,-2,-4,23%,-7%,1%,-5%
CC1(C)CSC(Nc2ccc(F)c(Cl)c2)=N1,18%,0%,2%,1,2%,5,5,?,3%,-12%,2%
O=C(CNC(=O)OCc1ccccc1)NCC(=O)Nc1ccc(Br)cc1C(=O)c1ccccc1,-7%,0%,-4%,12,3%,-4,-2,17%,-4%,-4%,-1%
Cc1cc(OCc2cc(C(=O)O)oc2C)c2c3c(c(=O)oc2c1)CCCC3,-8%,·,0%,0,1%,3,6,1%,-1%,?,22%
COc1ccc2c(c1OC)C(=O)OC2c1c(O)n(Cc2ccc(F)cc2)c(=O)[nH]c1=O (configuration not stated),0%,-1%,8%,11,-2%,2,5,1%,-4%,5%,-3%
COc1ccccc1-n1c(-c2ccoc2)nc2ccccc2c1=O,0%,10%,-6%,-2,4%,-29,2,22%,-8%,-5%,4%
O=C(c1cnn2c(C(F)(F)F)cc(-c3ccccc3)nc12)N1CCC2(CC1)OCCO2,-1%,·,0%,1,5%,5,-2,?,1%,2%,-3%
O=C1CN(O)C(c2ccccc2)=c2cc(Br)ccc2=N1,3%,3%,3%,0,-1%,7,0,25%,0%,4%,2%
C#CCOCCOCCOCCNc1nc(N2CCN(C(=O)CCCCCCCCCCNC(=O)[C@@H](CCC(=O)O)n3cc(CCCCCN)nn3)CC2)nc(N2CCN(C(=O)CCCCCCCCCCNC(=O)[C@H](CCCCN)n3cc(C[C@@H](C)CC)nn3)CC2)n1,·,?,8%,·,-3%,-27,-20,·,-1%,5%,0%
CCOc1ccc(NC(=O)CCNC(=O)N2C[C@H]3C[C@@H](C2)c2cccc(=O)n2C3)cc1,0%,5%,5%,-2,5%,2,-2,-5%,-9%,0%,0%
CC(C)n1c(O)c(C=NCc2ccccc2)c(=O)[nH]c1=S,-15%,6%,1%,4,-2%,3,15,?,-2%,-1%,-1%
COC(=O)C1=C(c2ccccc2OCc2ccccc2)C[C@@H]2CC[C@H]1N2C(=O)NCc1cccc(C(F)(F)F)c1,·,?,-5%,·,-7%,4,-46,·,-6%,5%,12%
CCC(=O)c1cn(Cc2ccccc2C#N)c2ccccc12,0%,1%,-6%,-3,-2%,18,18,-31%,0%,-2%,-3%
COC(=O)C1=C(c2ccc(F)cc2OCc2ccccc2)C[C@@H]2CC[C@H]1N2C(=O)NCCCc1ccccc1,·,?,-7%,·,-8%,1,-2,·,1%,-3%,-21%
CN(C)C(=O)Oc1ccc([N+](=O)[O-])cc1,12%,0%,4%,3,-1%,2,-7,-4%,-11%,-2%,1%
COc1cc(C[C@@H](C)N)c(OC)cc1I,2%,-13%,-16%,0,0%,-6,-11,2%,-7%,0%,-1%
CCOC(=O)C1CCCN(C(=O)c2ccc3oc(Cc4ccccc4)nc3c2)C1 (configuration not stated),?,-7%,?,·,3.5µM*,-8,-6,30%,4.5µM*,12µM*,-5%

# Single records, from the list above. Values in the order: VP16 counter, uPA generation, ELG1 genotox, FBPA coupling cs, NPC1 promoter act, Giardia killer, KCNH2 3.1 block, RORgamma inh, Rab9 prom act, FLuc modulator, Tb PFK inh
# C#CCOCCOCCOCCNc1nc(N2CCN(C(=O)CCCCCCCCCCNC(=O)[C@@H](CCC(=O)O)n3cc(CCCCCN)nn3)CC2)nc(N2CCN(C(=O)CCCCCCCCCCNC(=O)[C@H](CCCCN)n3cc(C[C@@H](C)CC)nn3)CC2)n1 in the list: ·, ?, 8%, ·, -3%, -27, -20, ·, -1%, 5%, 0%
# COc1cc(C[C@@H](C)N)c(OC)cc1I in the list: 2%, -13%, -16%, 0, 0%, -6, -11, 2%, -7%, 0%, -1%

# Some values from above:
# Value for CC(C)n1c(O)c(C=NCc2ccccc2)c(=O)[nH]c1=S under uPA generation: 6%
# Value for CCOC(=O)C1CCCN(C(=O)c2ccc3oc(Cc4ccccc4)nc3c2)C1 (configuration not stated) under RORgamma inh: 30%
# Value for COC(=O)C1=C(c2ccccc2OCc2ccccc2)C[C@@H]2CC[C@H]1N2C(=O)NCc1cccc(C(F)(F)F)c1 under KCNH2 3.1 block: -46
# Value for CCC(=O)c1cn(Cc2ccccc2C#N)c2ccccc12 under ELG1 genotox: -6%

# Assay outcomes from PubChem.

# An excerpt; rates above refer to the full screens.
